# Source: PubChem BioAssay (National Center for Advancing Translational Sciences (NCATS))
# pAkt inh: Akt phosphorylation inhibition; Neuro2A IGF-stimulated pAkt S473 HTRF, 20 min; active compounds read low; activity change, % for hits at 50 µM; 360,000 tested, 0.32% active; in the data active = activity change below about -80%; inconclusive = mostly about -51% to -80%; note: % is set by controls: 0 for no effect and ±100 for the full control effect
#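 Single-point screen (50 µM final compound) in Neuro2A cells stimulated 20 min with 6 nM IGF at 37 deg C. After lysis, Ser473-phosphorylated Akt read by HTRF (ex 330 nm, em 615/665 nm) as the 665/615 ratio.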
# DRD3 antagonist: D3 dopamine receptor (human) antagonism; P35462; D3R cells, DiscoveRx beta-arrestin luminescence, antagonist mode; active compounds read low; max response, negative = inhibition, %; 360,000 tested, 2.5% active; in the data active = max response below about -50%; inconclusive = no clear call, values can overlap the other calls; note: % is set by controls: 0 for no effect and ±100 for the full control effect; mostly tested at two doses, the higher about 12 µM
#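 Cells expressing the human receptor were seeded at 1500 cells/well, incubated overnight at 37 degrees C in 5% CO2, then exposed to library compounds with dopamine controls for 90 minutes at 37 degrees C before luminescent detection.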
# GLP-1R agonist: GLP-1 receptor (human) agonism. HEK293 GLP-1R CRE-luciferase, luminescence, 4-6 h; cells express a hypersensitive GLP-1R form. Potency, µM (highest dose often 45.6 µM), for inactives: top-dose activation, most hits filed as activators. 380,000 tested, 0.007% active. AID 624172; note: potency is the fitted concentration of half-maximal effect; % of control where 0% means no effect
# Target sequence (P43220 whole entry, looked up): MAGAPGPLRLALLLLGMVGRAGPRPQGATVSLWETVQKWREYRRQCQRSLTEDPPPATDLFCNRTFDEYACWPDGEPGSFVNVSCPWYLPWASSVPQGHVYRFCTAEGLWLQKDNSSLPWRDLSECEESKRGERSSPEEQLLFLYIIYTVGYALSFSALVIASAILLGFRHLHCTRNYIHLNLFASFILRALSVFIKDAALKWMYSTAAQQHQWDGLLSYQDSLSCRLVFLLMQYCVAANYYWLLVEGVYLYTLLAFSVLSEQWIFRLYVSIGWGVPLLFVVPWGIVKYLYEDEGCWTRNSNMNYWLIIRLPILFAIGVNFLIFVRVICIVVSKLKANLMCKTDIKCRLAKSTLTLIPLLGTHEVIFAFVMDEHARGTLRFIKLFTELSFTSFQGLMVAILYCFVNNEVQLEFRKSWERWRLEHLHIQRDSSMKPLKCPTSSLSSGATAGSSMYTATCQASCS
# Abeta rescue: compounds reversing amyloid beta toxicity in yeast | 410,000 tested, 0.063% active | yeast expressing A-beta42, growth rescue, OD600, 48 h; response scale: 0% DMSO, 100% iron-clioquinol control | Potency, µM (highest dose often 46.1 µM), for the others: at the highest dose growth rescue, actives largely listed as activators; note: potency is the fitted concentration of half-maximal effect; nearly all actives have a fitted effect of over 55% in size
#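 Yeast growth medium received pinned compounds, then yeast cells expressing toxic A-beta were added; plates incubated at 30 C for 48 hr. Growth read as absorbance at 600 nm, normalized to DMSO and equimolar FeCl3 plus clioquinol controls.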
# FUS yeast rescue: rescues growth of FUS-expressing yeast; S. cerevisiae FUS-expressing, growth rescue, OD600, 24 h; 390,000 tested, 0.24% active; Potency, µM (highest dose often 76.6 µM), for the others: at the highest dose growth rescue (activation), most hits filed as activators;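 note: potency is the fitted concentration of half-maximal effect; plate controls were DMSO vehicle for no effect and reference control for full effect; nearly all actives have a fitted effect of over 55% in size; some results filed as inactive show a strong effect at the top dose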
#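 Compound concentration series was pinned onto galactose-induced FUS-expressing yeast seeded at OD 0.005. Plates sat 24hr at 30C; absorbance at 600 nm gave growth. DMSO served as background control.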
# TDP43 rescue: inhibitors of TDP-43 toxicity in yeast. 410,000 tested, 1.8% active. TDP-43 expressing yeast growth rescue, BacTiter-Glo, 24 h. Potency, µM (highest dose often 46.1 µM), for inactives: at the highest dose growth rescue (activation), hits mostly activators. AID 652104; note: potency is the fitted concentration of half-maximal effect; % of control where 0% means no effect; nearly all actives have a fitted effect of over 50% in size
#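 In this qHTS, compounds that restore growth of yeast expressing TDP-43 appear as activators. Cells (OD600=0.02, galactose medium, raffinose-pregrown) are incubated with compound 24 hr at 30 deg C and growth is quantified by BacTiter-Glo.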
# GLP-1R inv ag: GLP-1 receptor (human) inverse agonism; P43220; AID 624417; Potency, µM (series often up to 38.3 µM), inactives show at the top dose activity change, negative = inhibition, actives largely listed as inhibitors; 410,000 tested, 1.6% active; HEK293 GLP-1R CRE-luciferase, luminescence, 24 h; GLP-1R form is constitutively active; note: potency is the fitted concentration of half-maximal effect; % is set by controls: 0 for no effect and ±100 for the full control effect; nearly all actives have a fitted effect of over 55% in size
#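 Constitutively active GLP-1R drives a cAMP-responsive luciferase in stably transfected HEK293 cells; test compounds are added after overnight (12 h) attachment and left 24 hr, and signal loss in luminescence marks inhibition.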
# aSyn rescue: alpha-synuclein toxicity inhibition in yeast. AID 652106. Potency, µM (highest dose often 46.1 µM), without a hit: at the top dose growth rescue (activation), most hits filed as activators. Yeast expressing alpha-synuclein, growth rescue, BacTiter-Glo, 24 h. 370,000 tested, 0.14% active; note: potency is the fitted concentration of half-maximal effect; % of control where 0% means no effect; nearly all actives have a fitted effect of over 65% in size
#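 Rescue of yeast growth: cells expressing toxic alpha-synuclein, induced in galactose at OD600 0.02, incubated with compound 24 h at 30 C. ATP luminescence quantified growth; inhibitors of toxicity appear as activators.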
# PTHR1 ag: activates the human parathyroid hormone receptor PTHR1; Potency, µM (highest dose often 115 µM), for inactives: at the top dose activation, hits mostly activators; HEK293 GP2 PTHR1 cells, GloSensor cAMP luminescence, 1 h; 410,000 tested, 0.075% active; AID 743266; Q03431; note: potency is the fitted concentration of half-maximal effect; nearly all actives have a fitted effect of over 55% in size; some results filed as inactive show a strong effect at the top dose; inactives centre near -15; many of its hits are not listed in these tables
# Target sequence (Q03431 whole entry, looked up): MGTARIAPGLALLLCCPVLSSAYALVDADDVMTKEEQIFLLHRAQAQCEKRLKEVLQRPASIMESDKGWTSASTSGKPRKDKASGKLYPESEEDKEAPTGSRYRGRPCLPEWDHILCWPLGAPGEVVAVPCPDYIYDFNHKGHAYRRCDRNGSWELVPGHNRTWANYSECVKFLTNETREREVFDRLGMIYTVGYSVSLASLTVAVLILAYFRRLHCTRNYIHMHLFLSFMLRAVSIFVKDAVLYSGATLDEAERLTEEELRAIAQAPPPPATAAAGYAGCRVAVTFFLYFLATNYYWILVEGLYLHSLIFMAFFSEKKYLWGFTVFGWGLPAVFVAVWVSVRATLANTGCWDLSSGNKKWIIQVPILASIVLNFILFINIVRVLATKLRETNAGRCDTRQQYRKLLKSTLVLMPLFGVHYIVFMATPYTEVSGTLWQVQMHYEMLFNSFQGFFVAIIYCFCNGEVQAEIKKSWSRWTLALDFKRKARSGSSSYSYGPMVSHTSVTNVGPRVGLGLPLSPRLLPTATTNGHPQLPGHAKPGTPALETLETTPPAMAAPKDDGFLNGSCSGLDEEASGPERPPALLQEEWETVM
#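 HEK-293-derived GP2 cells expressing PTHR1 and a GloSensor cAMP reporter, 3,000/well, plated overnight, given luciferin plus IBMX (each 0.5 mM as added) for 1 h at 37 °C, then compound for 1 h at 37 °C. Luminescence was read after 15 min at room temperature.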
# Numbers without * were called inactive; i = inactive; ? = inconclusive; . = no result given; & = joins results of further samples; [ ] = another dose, or the depositor's remark. Unless noted, calls come from the whole dose curve; as a rule, active = well fitted curve in the direction sought with a large enough effect; inconclusive = small, poorly fitted or top-dose-only effect, or another doubt; inactive = no such curve, though single readings can be large; an effect the other way counts as inactive or inconclusive. These rows are one share of the data; the hit share may differ from the screen's.
No.	structure	Abeta rescue	DRD3 antagonist	GLP-1R inv ag	aSyn rescue	pAkt inh	FUS yeast rescue	GLP-1R agonist	TDP43 rescue	PTHR1 ag
1	COc1cccc(C2/C(=C(\O)c3ccc4c(c3)OCCO4)C(=O)C(=O)N2CCN(C)C)c1 (stereo unspecified)	-1.4%	-7.5	3.7%	4.1%	i	-10.5%	-4.9%	5.7%	-6.9%[57.5 µM]
2	CC(=O)N1c2ccc(S(=O)(=O)NCCC(=O)N(C)C3CCCCC3)cc2CC1C (stereo unspecified)	11.7%	15.2	-11.8%	5.4%	i	-4.9%	5.1%	0.0%	-19.4%
3	Cc1ccc(NC(=O)COC(=O)CCC(=O)c2cccs2)c(Br)c1	-11.8%	-6.5	10.4%	-0.5%	i	3.8%	0.9%	10.4%	-26.6%
4	Cc1ccc(-c2cn(-c3ccccc3)c(SCC(=O)NC3CCS(=O)(=O)C3)n2)cc1C (stereo unspecified)	-4.6%	1.2	-20.0%	-8.3%	i	.	6.8%	10.9%	-9.8%
5	CC1(C)CCc2cc(S(=O)(=O)N3CCN(S(=O)(=O)c4c(F)cccc4F)CC3)ccc2O1	1.7%	.	.	.	.	-16.7%	1.6%	.	i
6	COc1ccccc1OCC(=O)N1CCCC(Nc2ccc(F)c(F)c2)C1 (stereo unspecified)	15.2%	4.5	-29.1%	1.3%	i	6.4%	15.0%	18.5%	-51.2%[inhibitor]
7	O=C1COc2ccc(C(=O)NCc3ccco3)cc2N1	-9.8%	-25.1	-17.6%	-0.2%	i	-8.4%	-0.4%	-15.2%	2.5%[57.5 µM]
8	CCCCNC(=O)CCn1c(=O)c2ccccc2n(CC(=O)NCCc2ccc(OC)c(OC)c2)c1=O	-4.7%	32.5	12.7%	11.2%	i	10.4%	-0.6%	12.3%	i
9	CCC(C)(C(=O)NC1CCCCC1)N(Cc1cccs1)C(=O)Cc1cccs1 (stereo unspecified)	-10.5%	-10.2	0.0%	-3.6%	i	28.7%	-0.4%	8.5%	-0.3%[57.5 µM]
10	CC(=O)Nc1cccc(C(=O)OCC(=O)NC(=O)Cc2ccccc2)c1	-1.6%	0.7	4.1%	1.3%	i	-5.8%	0.5%	-2.0%	i
11	Cc1nn(C)cc1/C=N/NC(=O)C1(O)c2ccccc2-c2ccccc21	-10.5%	8.7	10.3%	-6.0%	i	-14.2%	-8.1%	13.2%	i
12	O=C(O)C(=O)Nc1ncn[nH]1	5.6%	2.3	10.7%	-9.9%	i	-10.8%	-1.8%	24.8%	i
13	CC(=O)c1cccc(Nc2ncnc3ccc(Br)cc23)c1	-14.6%	-17.2	-19.2%	2.6%	i	-5.0%	6.1%	-14.7%	-0.1%
14	CC(C)c1nc(SCc2ccccn2)c2c(=O)n(C)c(=O)n(C)c2n1	0.6%	-11.0	-12.1%	12.7%	i	-10.3%	3.1%	?	-36.4%[inhibitor]
15	Cn1c(COc2ccc(C(=O)O)cc2)nc2ccccc21	-10.1%	5.4	0.2%	9.2%	i	-13.8%	-6.5%	16.3%	-38.0%[inhibitor]
16	CNS(=O)(=O)c1cccc(C(=O)OC2CCCCC2=O)c1 (stereo unspecified)	-7.7%	-6.5	-16.0%	-1.0%	i	-1.8%	-8.0%	-1.7%	-1.5%
17	O=C(Nc1ccccc1Oc1ccccc1)C1CC1	8.3%	27.6	?	-3.6%	i	5.9%	-1.8%	19.3%	-27.2%[57.5 µM]
18	COc1cccc(C2=NOC(C(=O)NCCCn3ccnc3)C2)c1 (stereo unspecified)	5.2%	-20.5	0.0%	-0.7%	i	27.1%	-5.5%	1.9%	23.1%[57.5 µM]
19	OCC[C@@H]1C[C@H](O)[C@@H](O)[C@]2(OCCc3ccccc32)O1	4.2%	25.0	15.5%	-1.0%	i	-26.2%	-4.8%	10.3%	i
20	CN1CCN(CC(O)COc2ccc(S(=O)(=O)N3CCOCC3)cc2)CC1 (stereo unspecified)	4.7%	-18.6	-15.2%	-1.6%	i	-16.1%	0.2%	1.9%	?
21	CNC(=O)COc1ccc(Nc2nnc(C)c3ccccc23)cc1	-9.0%	7.7	16.9%	0.4%	i	1.3%	0.4%	-8.3%	-25.8%
22	Cc1cccc(NCN2C(=O)c3ccccc3C2=O)c1	-2.6%	12.3	68.9%[activator]	-3.9%	i	-29.2%	0.0%	-17.6%	-2.0%[57.5 µM]
23	COc1ccccc1NC(=O)c1c(NC(=O)c2ccco2)sc2c1CCC2	10.6%	15.1	40.8%[activator]	1.9%	i	8.4%	-5.1%	-14.5%	-2.7%[57.5 µM]
24	CCCCC(NC(=O)c1cccc(Br)c1)C(=O)O (stereo unspecified)	7.6%	12.0	-1.9%	5.3%	i	-2.1%	-0.3%	7.2%	-14.1%
25	Cc1cccn2c(=O)c3cc(C(=O)NC4CCCC4)c(=N)n(CCCN4CCOCC4)c3nc12	1.2%	4.7	?	0.1%	i	20.6%	0.7%	-2.3%	i
26	C#CCNC(=O)C[C@@H]1C[C@@]2(C(=O)OC)CCCCC=C2N(Cc2cccc3ccccc23)C1=O	7.3%	0.0	-28.9%	12.1%	i	?	2.9%	23.7%	-47.3%[inhibitor]
27	Cc1ccc2[nH]c3c(c2c1)CCN1C(=O)OC(C)(C)C31C (stereo unspecified)	-14.1%	1.9	-23.9%	0.8%	i	6.9%	-0.2%	18.6%[9.22 µM]	-7.3%
28	CCOC1=C2[C@H]([C@H]3C(=O)N(c4ccccc4)C(=O)[C@H]3C1)[C@@H](c1ccccc1)N(S(=O)(=O)c1ccc(C)cc1)[C@H]2c1ccccc1	-10.7%	0.0	10.2%	1.0%	i	?	5.9%	11.5%	9.7%
29	O=C(CSc1ccc(C(F)(F)F)cc1[N+](=O)[O-])Nc1ccc2ccccc2c1	7.1%	2.1	12.6%	4.3%	i	-2.1%	-8.0%	8.4%	i
30	COc1ccc(-c2cc(C(=O)Nc3c(C)n(C)n(-c4ccccc4)c3=O)no2)cc1	-13.0%&0.9%	-7.1	6.6%&18.3%	4.0%	i	1.4%&5.8%	-1.9%	4.2%&13.0%	i
31	CC(=O)Oc1ccc2ccccc2c1C(NC(=O)C(C)C)c1cccc([N+](=O)[O-])c1 (stereo unspecified)	-8.6%	-20.3	?	-9.9%	i	-2.3%	-1.3%	-2.5%	-22.2%[57.5 µM]
32	Cc1ccc(NC(=O)Cn2nc(C(=O)O)c3ccccc3c2=O)c([N+](=O)[O-])c1	-4.0%	7.7	4.5%	-0.5%	i	17.2%	14.6%	-6.6%	-12.9%
33	CSC1=C(C#N)C(c2ccccc2Cl)C2=C(N1)c1ccccc1C2=O (stereo unspecified)	-22.2%	-7.3	18.2%	-0.8%	i	.	0.9%	15.8%	-35.1%[inhibitor]
34	O=C(OC1CCOC1=O)c1cccc(S(=O)(=O)N2CCc3ccccc3C2)c1 (stereo unspecified)	27.7%	-5.8	-1.5%	13.1%	i	22.3%	-0.2%	12.2%	-14.9%
35	C=CCC(C)(NCc1ccccc1)c1ccc(C)cc1 (stereo unspecified)	-7.3%	-16.2	-22.8%	-7.7%	i	.	-4.0%	11.6%	i
36	COc1cc(CN2C(=O)C(C)ON=C2c2cccs2)cc(OC)c1 (stereo unspecified)	-0.5%	9.3	0.8%	?	i	-3.1%	5.3%	?	i
37	COCCNC(=O)CSc1nc(-c2ccc(F)cc2)[nH]c1-c1ccc(Cl)cc1	-15.3%	.	?	.	.	-9.5%	.	22.4%	i
38	O=C(COC(=O)COc1ccc(Cl)cc1Cl)NC1CC1	-12.9%	13.3	11.0%	1.6%	i	-18.7%	-6.6%	-2.9%	-11.6%
39	CCc1nc(N)c(C#N)c(-c2ccccc2OC)c1C	17.8%	-10.5	0.4%	1.3%	i	-6.1%	-7.0%	17.4%	i
40	CC1(NC(=S)Nc2ccccc2)CCS(=O)(=O)C1 (stereo unspecified)	4.5%	10.0	-16.8%	-4.6%	i	18.1%	0.2%	4.5%	i

# 3 entries already listed, ordered by length of the SMILES, ascending.
No.	structure	Abeta rescue	DRD3 antagonist	GLP-1R inv ag	aSyn rescue	pAkt inh	FUS yeast rescue	GLP-1R agonist	TDP43 rescue	PTHR1 ag
38	O=C(COC(=O)COc1ccc(Cl)cc1Cl)NC1CC1	-12.9%	13.3	11.0%	1.6%	i	-18.7%	-6.6%	-2.9%	-11.6%
33	CSC1=C(C#N)C(c2ccccc2Cl)C2=C(N1)c1ccccc1C2=O (stereo unspecified)	-22.2%	-7.3	18.2%	-0.8%	i	.	0.9%	15.8%	-35.1%[inhibitor]
34	O=C(OC1CCOC1=O)c1cccc(S(=O)(=O)N2CCc3ccccc3C2)c1 (stereo unspecified)	27.7%	-5.8	-1.5%	13.1%	i	22.3%	-0.2%	12.2%	-14.9%

# Down the list, as entered above:
# DRD3 antagonist, entries 34–40 → -5.8, -16.2, 9.3, ., 13.3, -10.5, 10.0

# Later entries.
No.	structure	Abeta rescue	DRD3 antagonist	GLP-1R inv ag	aSyn rescue	pAkt inh	FUS yeast rescue	GLP-1R agonist	TDP43 rescue	PTHR1 ag
41	c1ccc(-c2c(-c3ccccc3)n(Cc3ccco3)c3ncnc(NCCCn4ccnc4)c23)cc1	-89.2%[inhibitor]	-95.2*	?	?	i	19.3%	-10.8%	?	-16.7%[57.5 µM]
42	CC(=O)c1c(-c2ccccc2)[nH]c2ccccc12	4.3%	-7.2	-42.5%	-16.3%	i	-3.7%	4.4%	?	-9.9%
43	O=C(O)CC/C(=N/NC(=O)CNC(=O)Cc1ccc(Cl)cc1)c1ccccc1	10.9%	0.4	-15.3%	-4.8%	i	-16.8%	-1.3%	6.2%	-10.3%
44	COc1cc(-c2[nH]ncc2CN2CCc3sccc3C2)cc(OC)c1OC	-8.3%	20.3	6.2%	-10.1%	i	8.2%	5.9%	9.3%	-68.4%[inhibitor]
